L3MBTL1 inh: inhibitors of human L3MBTL1 | Potency, µM (titrated, usually from 57.1 µM), for the others: top-dose activity, negative = inhibition, usual class: inhibitors | 230,000 compounds, 0.66% hits | AlphaScreen L3MBTL1–H3K9me1 peptide binding; note: nearly all actives have a fitted effect of over 60% in size
Target sequence (Q9Y468 whole entry, looked up): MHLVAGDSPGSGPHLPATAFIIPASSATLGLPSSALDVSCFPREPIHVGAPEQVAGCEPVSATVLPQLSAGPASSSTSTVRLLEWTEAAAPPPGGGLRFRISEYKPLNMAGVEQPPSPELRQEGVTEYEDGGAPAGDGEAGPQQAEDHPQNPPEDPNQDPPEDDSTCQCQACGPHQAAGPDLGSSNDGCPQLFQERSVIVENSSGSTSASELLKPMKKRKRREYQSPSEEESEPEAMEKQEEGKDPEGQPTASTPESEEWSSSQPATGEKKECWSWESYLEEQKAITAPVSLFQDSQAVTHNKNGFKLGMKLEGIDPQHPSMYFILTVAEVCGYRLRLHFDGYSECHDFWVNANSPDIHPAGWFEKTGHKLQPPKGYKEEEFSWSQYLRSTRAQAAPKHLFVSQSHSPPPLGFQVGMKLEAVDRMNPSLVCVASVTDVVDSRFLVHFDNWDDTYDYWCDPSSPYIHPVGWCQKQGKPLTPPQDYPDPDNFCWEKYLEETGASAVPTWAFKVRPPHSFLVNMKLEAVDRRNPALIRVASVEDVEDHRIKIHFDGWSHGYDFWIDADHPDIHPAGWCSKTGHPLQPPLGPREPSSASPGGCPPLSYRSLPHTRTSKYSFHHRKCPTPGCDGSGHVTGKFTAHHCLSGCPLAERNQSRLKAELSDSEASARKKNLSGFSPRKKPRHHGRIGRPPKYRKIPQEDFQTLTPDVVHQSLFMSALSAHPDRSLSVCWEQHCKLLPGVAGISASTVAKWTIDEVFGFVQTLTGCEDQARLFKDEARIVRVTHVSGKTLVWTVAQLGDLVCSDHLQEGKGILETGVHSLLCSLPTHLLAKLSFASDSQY
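Read-out is AlphaScreen signal from streptavidin donor and nickel chelate acceptor beads (10 ug/mL final each) bridging L3MBTL1 (50 nM) and biotinylated K9-monomethylated H3(1-15) peptide (75 nM), after 30 min compound exposure at room temperature.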
GAA glycogen: inhibitors or activators of human alpha-glucosidase glycogen cleavage; P10253; recombinant GAA, glycogen substrate, Amplex Red glucose oxidase fluorescence; Potency, µM (top dose mostly 76.4 µM), for inactives: top-dose activity change, negative = inhibition, usual class: inhibitors; 300,000 compounds, 0.38% hits; AID 2100;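 note: 0% = full enzyme reaction and -100% = no-enzyme basal signal; the screen sought inhibitors and activators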
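Natural-substrate format: glycogen cleavage by 4 nM human enzyme, glucose read by Amplex Red coupling (Ex 573, Em 610 nm). Normalized to enzyme and no-enzyme controls.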
* = called active by the depositor; [ ] = dose if it differs, or a comment. Calls come from the whole dose curve; as a rule, active = well fitted curve in the direction sought with a large enough effect; inconclusive = small, poorly fitted or top-dose-only effect, or another doubt; inactive = no such curve, though single readings can be large; an effect the other way counts as inactive or inconclusive. Unless noted, % is set by controls: 0 for no effect and ±100 for the full control effect; potency is the fitted concentration of half-maximal effect.

The first 2 entries as a preview:
Screening Cc1ccc(-c2csc(N3CCN(c4cc5c(cc4Cl)nc(-c4ccncc4)n5CCOCCO)CC3)n2)cc1 returned L3MBTL1 inh -6% and GAA glycogen -17%[76.3 µM].
CCC(=O)N1CCCC(C(=O)c2ccc(-c3ccccc3)cc2)C1 (stereo unspecified) was read as L3MBTL1 inh 0% and GAA glycogen 0%[76.3 µM].

This part in full, from the start:
Screening Cc1ccc(-c2csc(N3CCN(c4cc5c(cc4Cl)nc(-c4ccncc4)n5CCOCCO)CC3)n2)cc1 returned L3MBTL1 inh -6% and GAA glycogen -17%[76.3 µM].
CCC(=O)N1CCCC(C(=O)c2ccc(-c3ccccc3)cc2)C1 (stereo unspecified) was read as L3MBTL1 inh 0% and GAA glycogen 0%[76.3 µM].
Screening CCCC(=O)NC(c1ccc(C)cc1)c1ccc2cccnc2c1O (stereo unspecified) returned L3MBTL1 inh -26% and GAA glycogen -11%[76.3 µM].
CCc1sc(C(=O)NCCCn2ccnc2)cc1Br was read as L3MBTL1 inh -16% and GAA glycogen -1%[76.3 µM].
`CCOc1cccc(CN(C)CC2CCCN(CCc3ccc(Cl)cc3)C2)c1O` (stereo unspecified) gave L3MBTL1 inh -6% and GAA glycogen 5%[76.3 µM].
For CCN1C(=O)[C@H]2[C@@H](c3ccc(C)cc3)N3C(=O)N(c4ccc(OC)cc4)C(=O)[C@@]3(C)[C@H]2C1=O the results were L3MBTL1 inh 0% and GAA glycogen -7%[76.3 µM].
`COc1ccc(-c2noc(N3CCC(C(=O)Nc4ccccc4F)CC3)n2)cc1` gave L3MBTL1 inh -6% and GAA glycogen 11%[76.3 µM].
For CC(C)(C)c1ccc(C(=O)n2cnc3ccccc32)cc1 the results were L3MBTL1 inh 1% and GAA glycogen -5%[76.3 µM].
Screening CC(=O)Nc1ccc(NC(=O)CC(c2ccccc2)c2ccccc2)cc1 returned L3MBTL1 inh 6% and GAA glycogen -6%[76.3 µM].
CCOc1cc(/C=C2\SC(=NC)N(C)C2=O)c(Br)cc1OC(C)=O was read as L3MBTL1 inh -5% and GAA glycogen -2%[76.3 µM].
COc1ccc(C)cc1N(CC(=O)N1CCOCC1)S(C)(=O)=O was read as L3MBTL1 inh 2% and GAA glycogen 17%[76.3 µM].
`Cc1ccc(C(=O)Nc2ccc3c(c2)C(=O)N(C)C3=O)c(C)c1` gave L3MBTL1 inh 1% and GAA glycogen 8%[76.3 µM].
COCC(=O)N(Cc1cc2cc(C)ccc2[nH]c1=O)c1ccc(C)c(C)c1 was read as L3MBTL1 inh -8%[2.29 µM] and GAA glycogen 13%[76.3 µM].
Cc1cc(S(=O)(=O)N2CCN(c3ccccn3)CC2)c(C)cc1Cl was read as L3MBTL1 inh 7% and GAA glycogen -2%[76.3 µM].
For CN(C)c1ccc(-c2nnc(-c3ccccc3F)o2)cc1 the results were L3MBTL1 inh 13% and GAA glycogen -10%[76.3 µM].
CCN1C(=NCc2ccco2)N[C@@H](c2cccc(C(F)(F)F)c2)C(C(=O)OC)=C1C was read as L3MBTL1 inh -5% and GAA glycogen 11%[76.3 µM].
`Cc1nc2cc(NC(=O)c3ccc(Cl)cc3)ccc2n1C` gave L3MBTL1 inh -9% and GAA glycogen -3%[76.3 µM].
`COc1ccc(OCC(=O)NCc2ccc(Cl)cc2)cc1` gave L3MBTL1 inh -1%[2.29 µM] and GAA glycogen 14%[76.3 µM].
For COc1ccc(C(=O)Nc2ccc3ccccc3n2)cc1OC the results were L3MBTL1 inh -4%[2.29 µM] and GAA glycogen -2%[76.3 µM].
For CCC1=NN(C(=O)c2ccccc2O)C(O)(c2ccccc2)C1 (stereo unspecified) the results were L3MBTL1 inh inconclusive and GAA glycogen -7%[76.3 µM].
Screening C/C(=N/NC(=O)c1ccncc1)c1ccccc1 returned L3MBTL1 inh 3% and GAA glycogen -2%[76.3 µM].
Screening C=CCOc1ccc(C(=O)O)cc1Cl returned L3MBTL1 inh 16% and GAA glycogen 13%[76.3 µM].
Screening Brc1ccc(OCCCOc2cccc3cccnc23)cc1 returned L3MBTL1 inh 4%[2.29 µM] and GAA glycogen -4%[76.3 µM].
Screening CCNC(=S)N(CCN(CC)CC)Cc1cc2cc3c(cc2[nH]c1=O)OCCO3 returned L3MBTL1 inh -1% and GAA glycogen -12%[76.3 µM].
CCc1ccc(Nc2n[n+](-c3ccccc3)c(/C=C/c3ccccc3)s2)cc1 was read as L3MBTL1 inh -9% and GAA glycogen -19%[76.3 µM].
O=C1NC(c2ccc(O)cc2)Nc2ccccc21 (stereo unspecified) was read as L3MBTL1 inh 1% and GAA glycogen 14%[76.3 µM].
`COc1cc(NC(=O)c2ccc(NC3=NC4CS(=O)(=O)CC4S3)cc2)cc(OC)c1` (stereo unspecified) gave L3MBTL1 inh 4% and GAA glycogen 8%[76.3 µM].
Cn1ccnc1C(O)c1cccc(OCc2ccccc2)c1 (stereo unspecified) was read as L3MBTL1 inh -9% and GAA glycogen -3%[76.3 µM].
`O=C(O)CSc1nnc(COc2ccccc2)n1-c1ccccc1` gave L3MBTL1 inh 1% and GAA glycogen 0%[76.3 µM].
COc1ccc(O)c(CN2CCCC(N3CCN(c4ccc(F)cc4)CC3)C2)c1 (stereo unspecified) was read as L3MBTL1 inh -14% and GAA glycogen inconclusive.

A draw from above in order of length of the SMILES, ascending:
Screening C=CCOc1ccc(C(=O)O)cc1Cl returned L3MBTL1 inh 16% and GAA glycogen 13%[76.3 µM].
`O=C(O)CSc1nnc(COc2ccccc2)n1-c1ccccc1` gave L3MBTL1 inh 1% and GAA glycogen 0%[76.3 µM].
For CCC1=NN(C(=O)c2ccccc2O)C(O)(c2ccccc2)C1 (stereo unspecified) the results were L3MBTL1 inh inconclusive and GAA glycogen -7%[76.3 µM].
CCc1ccc(Nc2n[n+](-c3ccccc3)c(/C=C/c3ccccc3)s2)cc1 was read as L3MBTL1 inh -9% and GAA glycogen -19%[76.3 µM].
`COc1cc(NC(=O)c2ccc(NC3=NC4CS(=O)(=O)CC4S3)cc2)cc(OC)c1` (stereo unspecified) gave L3MBTL1 inh 4% and GAA glycogen 8%[76.3 µM].
CCN1C(=NCc2ccco2)N[C@@H](c2cccc(C(F)(F)F)c2)C(C(=O)OC)=C1C was read as L3MBTL1 inh -5% and GAA glycogen 11%[76.3 µM].

The list goes on:
NC(=O)c1ccc(-n2nnnc2SCC(=O)Nc2ccccc2)cc1 was read as L3MBTL1 inh -6% and GAA glycogen 1%[76.3 µM].
Cc1cccc(N2C(=O)CC(N3CCN(c4ccc(Cl)cc4)CC3)C2=O)c1 (stereo unspecified) was read as L3MBTL1 inh 2% and GAA glycogen -13%[76.3 µM].
COc1cc(C(=O)N2CCNCC2)cc(OC)c1OC was read as L3MBTL1 inh 5% and GAA glycogen -21%[76.3 µM].
Screening CC1=C([N+](=O)[O-])C(c2ccccc2Cl)NC(=O)N1C (stereo unspecified) returned L3MBTL1 inh 0%[2.29 µM] and GAA glycogen -13%[76.3 µM].
O=C1C2CCCCN2C(=O)N1CCCCN1CCN(c2cccc(Cl)c2)CC1 (stereo unspecified) was read as L3MBTL1 inh 11% and GAA glycogen -4%[76.3 µM].
Screening CCC(=O)N(Cc1cc2ccccc2[nH]c1=O)c1ccccc1OC returned L3MBTL1 inh 10%[2.29 µM] and GAA glycogen -9%[76.3 µM].
Screening COc1ccccc1C(=O)NNS(=O)(=O)c1ccc(F)cc1 returned L3MBTL1 inh -1%[2.29 µM] and GAA glycogen inconclusive.
For CCC(C(=O)NCc1ccc(C)cc1)c1ccccc1 (stereo unspecified) the results were L3MBTL1 inh 1%[2.29 µM] and GAA glycogen 1%[76.3 µM].
For CCCOc1ccc(N2C(=O)CC(SCC(N)C(=O)OCC)C2=O)cc1 (stereo unspecified) the results were L3MBTL1 inh 7% and GAA glycogen -2%[76.3 µM].
Screening CCCc1cc(=O)oc2cc(OC(C)C(=O)NCC3CCC(C(=O)O)CC3)ccc12 (stereo unspecified) returned L3MBTL1 inh 13% and GAA glycogen -12%[76.3 µM].
`CC(=O)c1cnc2nc(SCc3ccccc3)nn2c1C` gave L3MBTL1 inh -2% and GAA glycogen 8%[76.3 µM].
For COc1cc(OC)c(/C=N/N2CCN(c3ccccc3OC)CC2)c(OC)c1 the results were L3MBTL1 inh -14% and GAA glycogen -6%[76.3 µM].
For Cc1ccc(NS(=O)(=O)c2ccc3c(c2)NC(=O)C(C)C(=O)N3)cc1C (stereo unspecified) the results were L3MBTL1 inh -1% and GAA glycogen -9%[76.3 µM].
O=C(Cc1ccc(Br)cc1)N1CCc2ccccc2C1 was read as L3MBTL1 inh 3% and GAA glycogen -14%[76.3 µM].
`O=[N+]([O-])c1ccccc1S(=O)(=O)N1CCCc2ccccc21` gave L3MBTL1 inh -7% and GAA glycogen 13%[76.3 µM].
Cc1nn(-c2ccc(NC(=O)c3ccncc3)cc2)c(C)c1Cl was read as L3MBTL1 inh 6% and GAA glycogen 2%[76.3 µM].
For COC(=O)CCC(=O)N1CCCC(C(=O)c2cc(F)ccc2F)C1 (stereo unspecified) the results were L3MBTL1 inh 1% and GAA glycogen -1%[76.3 µM].
CN(C)S(=O)(=O)N1CCN(CC(=O)Nc2ccc(F)cc2)CC1 was read as L3MBTL1 inh -1% and GAA glycogen -8%[76.3 µM].
COc1ccc(-n2nnnc2SCC(=O)Nc2cccc(O)c2)cc1 was read as L3MBTL1 inh 4% and GAA glycogen 21%[76.3 µM].
Screening C[C@@H](C(=O)NCc1ccco1)N1C(=O)N2CCc3c([nH]c4ccccc34)[C@@]2(C)C1=O returned L3MBTL1 inh -3% and GAA glycogen -6%[76.3 µM].
Screening Cc1ccnc(NCc2ccccc2O)c1 returned L3MBTL1 inh -2%[2.29 µM] and GAA glycogen 19%[76.3 µM].
For COc1cc(OC)cc(C(=O)Nc2ccc(S(=O)(=O)N3CCOCC3)cc2)c1 the results were L3MBTL1 inh 3% and GAA glycogen 17%[76.3 µM].
COC(=O)c1ccc(/C=C/c2c(-c3ccsc3)oc3ccc(N4CCOCC4)cc23)cc1 was read as L3MBTL1 inh -2% and GAA glycogen 10%[76.3 µM].
`COc1ccc(OCC(=O)OC(C)CN2CCCCC2)cc1` (stereo unspecified) gave L3MBTL1 inh 0% and GAA glycogen 23%[76.3 µM].
`CC(C)(C)NC(=O)Cn1nnc(-c2ccc(OCc3c(F)cccc3Cl)cc2)n1` gave L3MBTL1 inh 4% and GAA glycogen -11%[76.3 µM].
`CC1CCN(CCn2c(=S)[nH]c3ccccc3c2=O)CC1` gave L3MBTL1 inh -1% and GAA glycogen 1%[76.3 µM].
Screening CCCCOc1ccc(N2C(N)=NC(N)=NC23CCCCC3)cc1 returned L3MBTL1 inh 0% and GAA glycogen 16%[76.3 µM].
For Cn1c(C(=O)O)cc2cc(Oc3ccccc3)ccc21 the results were L3MBTL1 inh -1% and GAA glycogen -4%[76.3 µM].
`CCOc1ccc(N2C(=O)C(Cl)=C(N3CCOCC3)C2=O)cc1` gave L3MBTL1 inh 0% and GAA glycogen 16%[76.3 µM].
`COc1ccc(CCNS(=O)(=O)c2ccc(Br)cc2)cc1OC` gave L3MBTL1 inh 5%[2.29 µM] and GAA glycogen 10%[76.3 µM].
For COc1cc(Br)c(C2CC(=O)Nc3cc(OC)c(OC)cc32)cc1OC (stereo unspecified) the results were L3MBTL1 inh -14% and GAA glycogen -10%[76.3 µM].
For COc1ccc(OC)c(CN2CCN(Cc3cc(OC)c(OC)c(OC)c3)CC2)c1 the results were L3MBTL1 inh 1%[2.29 µM] and GAA glycogen 18%[76.3 µM].
`O=C(CN1C(=O)c2ccccc2C1=O)NCc1ccc(F)cc1` gave L3MBTL1 inh -2% and GAA glycogen 1%[76.3 µM].
For O=C(NC1CCCCC1)c1ccc(N2CCOCC2)c([N+](=O)[O-])c1 the results were L3MBTL1 inh 0% and GAA glycogen -8%[76.3 µM].
`CSc1nc(O)c(C(c2ccc(O)cc2)c2c(O)nc(SC)[nH]c2=O)c(=O)[nH]1` gave L3MBTL1 inh 5% and GAA glycogen inconclusive.
Screening CCOC(=O)CN(C(=O)c1snc(C(N)=O)c1N)C(C(=O)NCCC(C)C)c1ccc(F)cc1 (stereo unspecified) returned L3MBTL1 inh 48%[activator] and GAA glycogen -9%[76.3 µM].
For C[C@]12C(=O)N(c3ccc(Cl)cc3)C(=O)N1[C@H]1c3ccccc3OC[C@@H]1[C@H]2c1ccccc1 the results were L3MBTL1 inh -2% and GAA glycogen -7%[76.3 µM].
Screening C=CCC1NS(=O)(=O)OCC1NC(=O)OCC(Cl)(Cl)Cl (stereo unspecified) returned L3MBTL1 inh 3% and GAA glycogen 19%[76.3 µM].
`Cc1ccc(C)c(/C=C2\N=C(c3ccccc3F)OC2=O)c1` gave L3MBTL1 inh 0% and GAA glycogen -1%[76.3 µM].
For CCOC(=O)Cc1csc(NS(=O)(=O)c2ccc([N+](=O)[O-])cc2)n1 the results were L3MBTL1 inh 1% and GAA glycogen -13%[76.3 µM].
`COc1ccccc1CCN1CCCC(CN(C)C(=O)CCC(=O)N(C)C)C1` (stereo unspecified) gave L3MBTL1 inh 2% and GAA glycogen -2%[76.3 µM].
`O=c1[nH]c2ccc(NCc3ccccc3OCc3ccc(Cl)cc3)cc2[nH]1` gave L3MBTL1 inh inconclusive and GAA glycogen inconclusive.
For O=C1N(Cc2ccccc2)c2ccc(Cl)cc2C12OCCO2 the results were L3MBTL1 inh 80%[activator] and GAA glycogen -11%[76.3 µM].

Only part of the results is shown; count on the stated rates, not on these rows.
